Assay outcomes (PubChem BioAssay)
EPAC2 ag: agonists of human EPAC2 (RAPGEF4); Q8WZA2; EPAC2 activation, biochemical qHTS; response scale: 100% = 6.5 mM cAMP response; Potency, µM (highest dose often 154 µM), for inactives: at the top dose activation, actives largely listed as activators; hit rate 0.079% among 360,000; further: potency means the concentration at half of the fitted maximal effect; nearly all actives have a fitted effect of over 50% in size
Target sequence (Q8WZA2 whole entry, looked up): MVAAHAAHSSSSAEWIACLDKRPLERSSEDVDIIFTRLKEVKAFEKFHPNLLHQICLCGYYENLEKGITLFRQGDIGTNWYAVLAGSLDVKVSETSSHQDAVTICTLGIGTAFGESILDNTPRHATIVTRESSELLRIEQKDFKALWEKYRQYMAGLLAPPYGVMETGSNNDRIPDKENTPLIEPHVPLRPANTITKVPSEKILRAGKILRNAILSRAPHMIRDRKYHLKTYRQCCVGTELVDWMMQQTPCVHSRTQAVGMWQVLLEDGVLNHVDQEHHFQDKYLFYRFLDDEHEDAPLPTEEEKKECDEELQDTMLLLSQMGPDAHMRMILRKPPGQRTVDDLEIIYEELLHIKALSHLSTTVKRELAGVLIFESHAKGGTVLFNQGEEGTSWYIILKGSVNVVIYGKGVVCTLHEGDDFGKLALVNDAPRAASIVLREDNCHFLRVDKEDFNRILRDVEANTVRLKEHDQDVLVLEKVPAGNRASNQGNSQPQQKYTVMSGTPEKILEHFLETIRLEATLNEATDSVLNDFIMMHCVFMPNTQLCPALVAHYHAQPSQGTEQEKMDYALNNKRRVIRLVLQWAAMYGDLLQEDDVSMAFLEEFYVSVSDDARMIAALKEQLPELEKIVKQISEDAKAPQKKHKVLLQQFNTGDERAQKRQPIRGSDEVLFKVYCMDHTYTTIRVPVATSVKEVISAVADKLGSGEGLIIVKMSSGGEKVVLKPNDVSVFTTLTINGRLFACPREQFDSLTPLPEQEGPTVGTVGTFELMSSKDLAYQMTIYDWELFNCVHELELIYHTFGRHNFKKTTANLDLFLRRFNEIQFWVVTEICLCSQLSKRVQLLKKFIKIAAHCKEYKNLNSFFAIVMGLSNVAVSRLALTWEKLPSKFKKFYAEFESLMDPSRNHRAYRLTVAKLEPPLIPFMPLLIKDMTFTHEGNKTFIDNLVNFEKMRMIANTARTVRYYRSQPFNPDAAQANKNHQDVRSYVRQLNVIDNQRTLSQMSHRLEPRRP
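Readout is BODIPY fluorescence (480 nm excitation, 540 nm emission), which falls as labeled GDP is exchanged off Rap1B. EPAC2 at 100 nM acted on 250 nM RAP1B-BODIPY-GDP with 50 uM GDP present.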
S2 tox: cell viability loss in ATXN counter-screen; S2 cells (HEK-293 line with an ATXN2-luciferase reporter) viability, CellTiter-Fluor protease fluorescence, 24 h; Potency, µM (doses to about 56.7 µM), actives largely listed as cytotoxic; hit rate 0.49% among 400,000; further: potency means the concentration at half of the fitted maximal effect; nearly all actives have a fitted effect of over 40% in size
HepG2 viability: kills HepG2 cells in TGF-b inhibitor counter-screen; HepG2 CAGA-GFP viability, ATP luminescence, 18 h; Potency, µM (series often up to 46.1 µM), for inactives: at the top dose activity change, negative = cytotoxicity, hits mostly cytotoxic; hit rate 0.76% among 410,000; further: potency means the concentration at half of the fitted maximal effect; some results filed as inactive show a strong effect at the top dose
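CellTiter-Glo luminescence gave cytotoxicity after 18 hours at 37 degrees C. The cells were HepG2 CAGA-GFP in 1% FBS DMEM, stimulated with 500 pg/mL TGF-beta after compound addition. %Activity was normalised to no-cell wells (complete cell-killing) and DMSO (no toxicity), and curves were fitted and classified.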
A549 tox: counter-screen for Nrf2 inhibitors: cytotoxicity in A549 cells; AID 504648; A549 ARE-Fluc cells, CellTiter-Fluor viability, 18-24 h; Potency, µM (series often up to 46 µM), without a hit: at the highest dose activity change, negative = cytotoxicity, most hits filed as inhibitors; hit rate 0.16% among 390,000; further: potency means the concentration at half of the fitted maximal effect; on the % scale 0 is the no-effect control and ±100 the full control effect
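A549 ARE_Fluc cells in 5% FBS OPTI-MEM were exposed to compounds in concentration-response for 18-24 h at 37 deg C. Viability was read by CellTiter-Fluor fluorescence (Ex 405/Em 525) after 30 min, before the luciferase read.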
Nrf2 activator: activates Nrf2 signaling; AREc32 ARE-luciferase reporter (MCF7-derived line), luminescence, 24 h; Potency, µM (top dose mostly 46.1 µM), without a hit: at the top dose activation, most hits filed as activators; hit rate 0.31% among 410,000; AID 624171; further: potency means the concentration at half of the fitted maximal effect; % of control where 0% means no effect; nearly all actives have a fitted effect of over 65% in size
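Each well held 1000 AREc32 cells, which were incubated with compound for 24 hr at 37 deg C after overnight attachment, and ARE reporter activity was quantified by firefly luciferase luminescence.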
Nrf2 block: blocks Nrf2 signaling | hit rate 2.1% among 360,000 | Potency, µM (titrated, usually from 46 µM), without a hit: at the top dose activity change, negative = inhibition, most hits filed as inhibitors | A549 ARE-Fluc reporter, luciferase luminescence, 18-24 h; further: potency means the concentration at half of the fitted maximal effect; on the % scale 0 is the no-effect control and ±100 the full control effect; nearly all actives have a fitted effect of over 60% in size
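A549 ARE_Fluc cells (5000/well, 5% FBS OPTI-MEM) pre-incubated 2 h, then treated with compounds 18-24 h at 37C/5% CO2 in concentration-response. CellTiter-Fluor viability read first; BugLite luciferase luminescence after 15 min at room temperature gives Nrf2 activity.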
ATXN2 expr inh: ATXN2 expression inhibition; HEK-293 ATXN2-luciferase reporter, luminescence, 24 h; hit rate 0.72% among 360,000; Potency, µM (series often up to 57 µM), for the others: at the top dose activity change, negative = inhibition, most hits filed as inhibitors; AID 1745845; further: potency means the concentration at half of the fitted maximal effect; on the % scale 0 is the no-effect control and ±100 the full control effect; nearly all actives have a fitted effect of over 55% in size
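qHTS (up to 57 uM final) was run with 24 h compound exposure of reporter cells at 37 °C. Each well was multiplexed: SteadyGlo luminescence measured ATXN2-luciferase expression after a fluorogenic Gly-Phe-AFC viability readout (25 uM final).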
IL-2 act: IL-2 activation; IL-2 activation reporter assay, cell-based qHTS; stimulated with anti-CD3/CD4/CD28 beads; in transgenic mouse T cells; activation, % (series mostly up to about 46 µM); hit rate 0.065% among 360,000; in the data active means activation above about 50%; inconclusive means mostly about 30% to 49%; further: 0% is about no effect
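Readout is EGFP and DsRed signal by fluorescent plate cytometry after 18 h at 37 degrees C. Transgenic mouse T cells (750/well) received compound for 60 min before bead stimulation (anti-CD3, anti-CD4, anti-CD28); memory T cells served as non-tolerant control.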
TGFb inhibitor: inhibitors of TGF-b signaling; AID 588855; hit rate 1.2% among 410,000; Potency, µM (titrated, usually from 46.1 µM), for the others: top-dose activity, negative = inhibition, hits mostly inhibitors; HepG2 CAGA-GFP TGF-b/SMAD3 reporter, GFP fluorescence, 18 h; TGF-beta stimulated, 500 pg/mL final; further: potency means the concentration at half of the fitted maximal effect; on the % scale 0 is the no-effect control and ±100 the full control effect; nearly all actives have a fitted effect of over 65% in size
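First, reporter cells (HEPG2 CAGA-GFP) rested 2 h at 37 degrees C. Next, compounds were pinned in and TGF-beta added to 500 pg/mL final. After 18 h, GFP was imaged per cell and summed per well.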
Numbers without * were called inactive; i = inactive; ? = inconclusive; nt = no result given; [ ] = dose if it differs, or a comment. Unless noted, the call rests on the fitted dose curve; in most records, active means well fitted curve in the direction sought with a large enough effect; inconclusive means small, poorly fitted or top-dose-only effect, or another doubt; inactive means no such curve, though single readings can be large; an effect the other way counts as inactive or inconclusive.

SMILES	EPAC2 ag	S2 tox	HepG2 viability	A549 tox	Nrf2 activator	Nrf2 block	ATXN2 expr inh	IL-2 act	TGFb inhibitor
O=C(NCc1ccccc1Br)c1ccc2c(c1)nc1n2CCOC1	nt	nt	8%	-1%	-0.7%	nt	nt	nt	45%[activator]
COc1cccc(CNS(=O)(=O)c2ccc3c(c2)C(C)(C)C(=O)N3C)c1	3%	i	6%	-7%	-0.9%	-16%	0%	-2.0	11%
O=C(COC(=O)c1cccc(Cl)c1)NCc1ccccc1	-4%	i	9%	2%	2.3%	18%	-5%	1.7	10%
Cc1cccc(NC(=O)CSc2ccc(-c3cccnc3)nn2)c1	1%	i	0%	-7%	-0.7%	-12%	-4%	0.6	-9%
CCOC(=O)c1c(C)[nH]c(C)c1S(=O)(=O)N1CCCC(C(=O)N2CCN(c3cc(C)ccc3C)CC2)C1 (centres undefined)	nt	?	-25%	-13%	0.4%	nt	?	nt	?
COc1cc(Cl)c(NS(=O)(=O)c2ccc3c(c2)CC(C)N3C(=O)C2CCC2)c(OC)c1 (centres undefined)	nt	nt	-24%	-22%	-1.3%	9.2µM*	nt	nt	?
O=S(=O)(NCC(c1ccco1)S(=O)(=O)c1ccccc1)c1ccccc1 (centres undefined)	nt	nt	-7%	12%	13%	nt	nt	nt	-10%
CCC(=O)N1CCN(c2ccc(NC(=O)c3ccc([N+](=O)[O-])o3)cc2Cl)CC1	14%	?	-87%	-9%	?	?	?	-7.2	7.9µM*
O=c1c2ccccc2c(C=Nc2ccc(Cl)cn2)c(O)n1-c1cc(Cl)ccc1N1CCOCC1	-6%	i	9%	-10%	2.8%	-4%	-6%	0.9	0%
CC1SCC(NC(=O)c2ccc(Cl)cc2)CS1 (centres undefined)	6%	i	7%	-1%	5.0%	27%	7%	0.9	6%
CCOC(=O)c1ccc(NC(=O)CSc2c(C(C)C)cnc3c2c(=O)n(C)c(=O)n3C)cc1	nt	nt	-4%	15%	0.2%	nt	nt	nt	4%
O=C(c1ccccc1)c1ccc(OCC(O)CNCc2ccc(F)cc2)cc1 (centres undefined)	10%	nt	-58%	8%	12%	-6%	-16%	-2.2	?
NS(=O)(=O)c1ccc(CCNC(=O)CNC(=O)Cc2ccccc2)cc1	-9%	i	17%	-1%	0.3%	4%	-2%	-0.1	3%
Nc1ccc(C(=O)N/N=C/c2cn(Cc3ccc(F)cc3)c3ccccc23)cc1	14%	i	-13%	1%	1.5%	-18%	-8%	-0.5	7.9µM*
COc1ccc(CN2C(=O)CSCC2=O)cc1OC	7%	i	1%	-3%	0.3%	0%	nt	0.5	-3%
COc1ccc(Cl)cc1C(=O)Nc1ccncc1	1%	i	2%	2%	19%	-8%	1%	0.4	-23%
COC(=O)C1=C(C)Nc2ncnn2C1c1cccnc1 (centres undefined)	7%	i	10%	-5%	0.1%	-20%	4%	-2.5	-1%
O=S(=O)(Nc1ccccn1)c1cccc(S(=O)(=O)c2ccc(Br)cc2)c1	-7%	i	-5%	-3%	-0.3%	-13%	-13%	-0.9	-6%
COc1cc(CN2CCC(C(=O)NC(c3ccc(F)cc3)c3ccc4ccccc4n3)CC2)cc(OC)c1 (centres undefined)	9%	?	5.6µM*	nt	-4.2%	nt	-6%	-1.1	3.5µM*
O=C(CSc1nnc(Cc2ccccc2)o1)c1cc(F)ccc1F	14%	i	-7%	6%	1.1%	8%	-2%	1.0	-1%
O=C(N=C1SCC(=O)N1c1ccccc1Cl)c1ccccc1	7%	i	-12%	-1%	21%	?	42%[activator]	-1.5	?
Cc1ccc(N2C(=O)c3ccccc3C2C(=O)c2cc(C)ccc2O)cc1 (centres undefined)	6%	i	3%	-5%	7.4%	2%	11%	-0.5	1%
COc1cc(C(=O)NC2CCCCC2)ccc1OC1CCN(C(C)=O)CC1	-1%	i	0%	-2%	-0.7%	-12%	5%	-0.9	0%
CCC(=O)Nc1cc(C(=O)NCC2CCCN2CC)c(OC)cc1N(C)C (centres undefined)	-3%	i	0%	4%	0.1%	nt	1%	-2.2	3%
Cc1ccc(C2(C)NC(=O)N(CC(=O)Nc3cc(C)on3)C2=O)cc1 (centres undefined)	0%	i	-2%	-1%	-1.0%	nt	18%	3.4	-8%
CCOC(=O)[C@H]1[C@H]2COc3ccc(OC)cc3[C@H]2N2C(=O)CN(Cc3ccccc3)C(=O)[C@@]12C	3%	i	4%	-1%	-1.0%	21%	9%	0.6	-6%
Oc1ccccc1-c1nc(/C=C/c2ccccc2Cl)nn1-c1ccccc1	nt	i	-44%	7%	14%	5%	12%	nt	-25%
Cc1ccc(/C=C/C(=O)NCCc2c[nH]c3ccccc23)o1	8%	i	12%	4%	4.7%	-2%	-3%	0.5	10%
CC(C)NC(=O)COC(=O)CNC(=O)C1CCCCC1	nt	nt	6%	3%	nt	5%	nt	nt	2%
O=C(COc1ccc(Cl)cc1Cl)NCCSc1ccc(Cl)cc1	-5%	i	-17%	-2%	3.4%	-1%	-21%	-2.8	16µM*
COc1ccc(NC(=O)OCC(C)C)cc1OC	12%	i	-36%	2%	2.6%	9%	44%[activator]	-1.6	1%
CCc1ccc(-c2cc3c(=O)n(CC(=O)NCCCN4CCN(C)CC4)ncn3n2)cc1	10%	i	-12%	?	-1.1%	nt	-39%	-4.4	-7%
CC(C)(C)c1nnc(SCC(=O)Nc2ccc(N3CCCCC3)cc2)n1N	9%	i	-9%	1%	0.7%	?	1%	-0.7	4%
COCCN=c1scc(-c2ccco2)n1/N=C/c1ccc(O)c(O)c1O	-2%	i	4%	-16%	7.5%	2%	-14%	3.5	11%
O=C(Nc1ccccc1Cl)N1CCN(c2ccc3nnc(-c4ccc(F)cc4)n3n2)CC1	-11%	i	4%	-9%	0.0%	?	-23%	2.8	?
CC(Oc1cc2oc(=O)c3c(c2cc1Cl)CCC3)C(=O)NCc1cccnc1 (centres undefined)	3%	i	4%	-8%	-0.7%	?	8%	-1.3	4%
Cc1ccc(C(=O)NCCNC(=O)c2cnccn2)cc1	12%	i	8%	13%	-0.3%	5%	5%	-1.1	-1%
CC1CCCN(c2c(S(=O)(=O)c3ccccc3)cnc3ccc(Cl)cc23)C1 (centres undefined)	nt	i	-12%	-1%	-0.1%	1%	11%	nt	7%
CCN(CC)S(=O)(=O)c1ccc(C(=O)N2CCN=C2SC)cc1	24%	i	2%	1%	-0.6%	5%	6%	-1.0	0%
CCN(CC)S(=O)(=O)c1ccc(C(=O)NNc2nc(-c3ccccc3)c3cc(Br)ccc3n2)cc1	-10%	i	-10%	-14%	-0.4%	?	-2%	-0.4	7%
COc1ccc(C(=O)NC(=S)NNC(=O)c2ccc(NC(C)=O)cc2)cc1Br	5%	?	9%	-7%	-0.1%	?	-6%	-0.7	4%
Cn1cc(S(=O)(=O)NC2CCCCCC2)c(=O)n(C)c1=O	6%	i	-21%	-5%	0.3%	14%	-2%	1.7	-5%
CC(NC(=O)c1cccs1)c1ccc2c(c1)OCO2 (centres undefined)	14%	i	-5%	2%	-0.8%	-6%	-4%	-2.9	-2%
CC1CCCC(C)N1NC(=O)Cc1ccccc1 (centres undefined)	2%	i	-15%	1%	-0.4%	3%	16%	-1.9	0%
CCOc1ccc(S(=O)(=O)N(CC(=O)Nc2ccc3c(c2)OCO3)c2ccccc2)cc1	nt	i	-27%	-4%	-0.9%	16%	30%	nt	-10%
CCN(CC(=O)Nc1ccc(C(C)=O)cc1)CC(=O)Nc1ccc2c(c1)OCCO2	14%	i	-18%	1%	0.4%	-3%	0%	-0.3	-4%
C/C(=N\Nc1nnc2c3ccccc3n(C)c2n1)c1ccc(C)o1	1%	?	-20%	-15%	3.3%	22%	8%	-2.2	-28%
COc1ccc(NS(=O)(=O)c2ccc(NS(=O)(=O)c3cccs3)cc2)cc1	6%	i	-15%	-10%	0.4%	-22%	-8%	0.0	-3%
COc1cc2c(c(OC)c1)C(c1cccc(F)c1F)CC(=O)N2 (centres undefined)	nt	i	2%	0%	0.5%	-1%	2%	nt	-3%
CC(=O)Nc1ccc(S(=O)(=O)N(Cc2cccnc2)Cc2cc3ccccc3[nH]c2=O)cc1	18%	i	-8%	0%	-1.0%	5%	nt	-0.8	3%
CCOc1ccc(NC(=O)C2CC(=O)N(c3ccc(C(C)C)cc3)C2)cc1 (centres undefined)	nt	i	1%	-2%	-0.7%	4%	-4%	nt	25%
CCCCN(C(=O)CSc1nnc(-c2ccc(OC)cc2)n1CC)c1c(N)n(Cc2ccccc2)c(=O)[nH]c1=O	-5%	i	-9%	0%	-0.4%	-1%	-21%[11.3 µM]	-0.3	-9%
COc1ccc(NC(=S)N2CCC(NC(=O)c3ccco3)CC2)cc1	6%	i	-24%	-5%	0.2%	4%	35%	-0.1	15%
Cc1nc(Cl)c(N=Cc2cccc([N+](=O)[O-])c2)c(Cl)n1	-1%	i	-2%	0%	-0.2%	-16%	-9%	-0.8	-2%

Four compounds drawn at random from those above, as already listed:
SMILES	EPAC2 ag	S2 tox	HepG2 viability	A549 tox	Nrf2 activator	Nrf2 block	ATXN2 expr inh	IL-2 act	TGFb inhibitor
C/C(=N\Nc1nnc2c3ccccc3n(C)c2n1)c1ccc(C)o1	1%	?	-20%	-15%	3.3%	22%	8%	-2.2	-28%
COc1ccc(NC(=S)N2CCC(NC(=O)c3ccco3)CC2)cc1	6%	i	-24%	-5%	0.2%	4%	35%	-0.1	15%
CCOc1ccc(NC(=O)C2CC(=O)N(c3ccc(C(C)C)cc3)C2)cc1 (centres undefined)	nt	i	1%	-2%	-0.7%	4%	-4%	nt	25%
COc1cc2c(c(OC)c1)C(c1cccc(F)c1F)CC(=O)N2 (centres undefined)	nt	i	2%	0%	0.5%	-1%	2%	nt	-3%
